GPR151 activ: human GPR151 activation | 650,000 compounds, 1% hits | activation, % at 11.2 µM | AID 1508602 | PathHunter beta-arrestin GPR151 cells, luminescence; in the data active means activation above about 4.9%;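 further: 0% = median of compound wells and 100% = cells with positive control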
Target sequence (Q8TDV0 whole entry, looked up): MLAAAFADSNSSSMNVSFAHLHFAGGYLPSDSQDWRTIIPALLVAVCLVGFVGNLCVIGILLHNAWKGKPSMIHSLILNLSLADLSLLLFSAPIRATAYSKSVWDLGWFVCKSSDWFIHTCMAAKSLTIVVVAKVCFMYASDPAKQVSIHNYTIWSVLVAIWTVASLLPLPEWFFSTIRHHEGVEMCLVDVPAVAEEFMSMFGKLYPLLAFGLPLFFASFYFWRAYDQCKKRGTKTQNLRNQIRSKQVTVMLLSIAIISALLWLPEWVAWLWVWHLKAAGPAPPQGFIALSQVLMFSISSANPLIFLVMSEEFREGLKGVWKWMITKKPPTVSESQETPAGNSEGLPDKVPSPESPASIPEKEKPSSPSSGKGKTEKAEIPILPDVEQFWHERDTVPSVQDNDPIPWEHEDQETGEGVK
MITF inh: inhibitors of human MITF; inhibition, % at 2.6 µM; 650,000 compounds, 0.91% hits; AlphaScreen MITF homodimerization, bead proximity signal; O75030; AID 1259374; in the data active means inhibition above about 50%;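 further: 0% = vehicle wells with protein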
Target sequence (O75030 whole entry, looked up): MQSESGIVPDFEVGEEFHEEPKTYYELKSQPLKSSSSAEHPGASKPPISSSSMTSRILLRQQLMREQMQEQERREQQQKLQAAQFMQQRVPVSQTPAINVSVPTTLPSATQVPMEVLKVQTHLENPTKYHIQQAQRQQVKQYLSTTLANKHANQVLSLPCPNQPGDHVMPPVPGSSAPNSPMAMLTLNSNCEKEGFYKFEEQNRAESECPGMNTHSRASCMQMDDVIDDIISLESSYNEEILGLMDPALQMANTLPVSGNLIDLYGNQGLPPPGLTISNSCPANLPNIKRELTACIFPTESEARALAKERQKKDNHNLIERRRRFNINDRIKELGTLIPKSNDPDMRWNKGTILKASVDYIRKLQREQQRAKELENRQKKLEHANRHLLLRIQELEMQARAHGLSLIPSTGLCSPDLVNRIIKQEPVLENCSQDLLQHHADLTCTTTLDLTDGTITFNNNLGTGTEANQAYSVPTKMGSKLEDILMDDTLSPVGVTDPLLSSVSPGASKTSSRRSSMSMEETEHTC
FBW7 act: human FBW7 E3 ligase activation, primary screen; normalized activity (activation), % at 26.1 µM; Q969H0; AlphaScreen FBW7–phospho-cyclin E peptide binding, activator screen; 650,000 compounds, 0.13% hits; in the data active means normalized activity above about 1.9%;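 further: purified mutant Fbw7 with reduced substrate affinity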
TEAD-YAP inh: TEAD-YAP interaction inhibition. AID 1259422. inhibition, % at 9.12 µM. HEK-TIYL cells, TEAD-Gal4/YAP UAS-luciferase luminescence. 640,000 compounds, 1.4% hits; in the data active means inhibition above about 32%;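 further: 0% = median of test compound wells and 100% = reference inhibitor wells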
The depositor's hits bear a star.

SMILES | GPR151 activ | MITF inh | FBW7 act | TEAD-YAP inh
CCC(CC)C(=O)N1CCN(c2ncnc3c2nnn3-c2ccc(Cl)cc2)CC1 | -0.6 | 10.1 | 0.7 | -1.9
CCOc1ccc(C2NC(=O)c3n[nH]c(C)c32)cc1 (centres undefined) | 0.4 | 3.0 | 0.2 | -7.6
O=c1c2cc(N3CCOCC3)ccc2nc(SCc2cc(=O)n3ccccc3n2)n1Cc1ccccc1 | -0.2 | -6.2 | 0.1 | -5.4
O=C(Cn1nc(-c2ccccc2Cl)ccc1=O)Nc1ccc(Br)cc1 | -0.4 | 13.5 | 0.1 | 10.5
COc1cccc(NC(=O)CSC2=C(C#N)C(c3ccco3)C(C(=O)Nc3ccccc3OC)=C(C)N2)c1 (centres undefined) | -1.1 | 2.8 | 0.6 | -0.8
CS(=O)(=O)N(CC(=O)N1CCN(c2ccccc2F)CC1)Cc1ccccc1 | -1.0 | 10.6 | -0.1 | 6.8
O=C1c2ccc(-c3nc4ccccc4c(=O)o3)cc2C(=O)N1c1nc2ccccc2s1 | -0.1 | -6.2 | -0.3 | -0.8
CCC(=O)C1=C(c2cccc([N+](=O)[O-])c2)N(C(=O)CC)n2c(nnc2-c2ccccc2)S1 | 3.8 | 6.4 | -0.1 | 4.9
CC1OC2(OC1C)C(=O)N(C1CCOC1=O)c1ccccc12 (centres undefined) | 0.2 | -0.4 | -0.1 | -2.3
c1ccc(-n2cnc3c(NC4CC4)nc(Nc4ccncn4)nc32)cc1 | 0.2 | 10.9 | -0.1 | 12.5
O=C(CCS(=O)(=O)c1cccc2nsnc12)NCCc1ccccc1Cl | -0.2 | -14.8 | -0.2 | 0.9
COC(=O)C1C(c2ccc(Cl)cc2)C(C(=O)OC)S(=O)(=O)CS1(=O)=O (centres undefined) | -0.6 | 4.1 | 0.0 | 3.9
CCc1csc2ncc(C(=O)N(C)C(C)C)c(=O)n12 | 0.4 | -1.8 | 0.4 | -13.6
CCOC(=O)c1c(C)n(-c2ccc(C)cc2)c2ccc(OCC(O)CN3CCN(CCO)CC3)cc12 (centres undefined) | -0.8 | 85.8* | -0.2 | -6.5
COc1cc(C2NC(=O)NC(C)=C2C(=O)Nc2cccc(C)c2C)cc(OC)c1OC (centres undefined) | -0.5 | -0.2 | 0.0 | -8.1
CC(=O)Nc1ccc(S(=O)(=O)N2CCN(Cc3cccc(F)c3)CC2)cc1 | -0.1 | 36.6 | 0.0 | -4.1
Cc1cc(NCCN2CCOCC2)n2nc(C)c(-c3ccccc3)c2n1 | -0.3 | 16.7 | 0.8 | 3.1
CC1CCN(S(=O)(=O)c2ccc(NC(=O)c3ccc([N+](=O)[O-])cc3Cl)cc2)CC1 | 0.0 | 13.1 | -0.3 | 13.6
COc1ccc(Br)cc1/C=C(\NC(=O)c1ccccc1F)C(=O)N1CC2CC(C1)c1cccc(=O)n1C2 (centres undefined) | -0.8 | 23.2 | 0.1 | -7.7
O=S(=O)(NCc1ccccc1Cl)c1ccc(-n2cnnn2)cc1 | -0.3 | 9.2 | 0.1 | -5.3
N#CC1=C(N)Oc2n[nH]c(-c3ccccc3)c2C1c1cccc(Br)c1 (centres undefined) | -0.9 | -2.4 | -0.2 | -1.7
COc1ccccc1/C=C/C(=O)NCC(=O)N/N=C/c1ccc(C(=O)O)cc1 | -1.2 | 0.4 | 0.4 | 11.5
O=C(CCc1ccccc1)Nc1ccc2nc(SCC(=O)c3ccc(Br)cc3)sc2c1 | 0.0 | 0.1 | -0.1 | 1.0
CCC12c3ccccc3C(c3ccccc31)C1C(=O)NC(=O)C12 (centres undefined) | 2.6 | 71.0* | -0.2 | -0.7
COCc1[nH]nc2c1C(c1cc(OC)cc(OC)c1)C(C#N)=C(N)O2 (centres undefined) | -0.3 | -8.5 | -0.1 | 4.1
CCN(CC)C(=O)COc1cc(=O)n(CC)c2ccccc12 | 0.9 | -5.1 | -0.2 | -0.1
Cc1sc2nc[nH]c(=S)c2c1C | -0.7 | 0.8 | 0.0 | 18.3
CC1(c2cc(C(F)(F)F)n3nc(C(=O)N4CCc5c(nc[nH]c5=O)C4)cc3n2)CC1 | -1.0 | 4.0 | 0.0 | -4.7
Cc1cc(C)cc(NC(=O)CSc2c(C)[nH]c3ccccc23)c1 | 0.9 | 11.0 | 0.1 | 0.5
CNC(=O)[C@@H]1C[C@@H](NCc2cccc(O)c2)CN1Cc1ccc2ccccc2c1 | 1.9 | 3.9 | -0.2 | -1.7
CN(CC(=O)Nc1ccccc1Cl)CC(=O)Nc1ccccc1-c1ccccc1 | -0.1 | -9.9 | -0.1 | 1.3
CCOc1ccc(N2C(=O)NC(=O)/C(=C\c3cc(OC)c(OC)cc3OC)C2=O)cc1 | -0.3 | -6.4 | 0.0 | 0.4
CC(C)CC(=O)Nc1nnc(S(=O)(=O)N2CCOCC2)s1 | 0.4 | 7.5 | -0.1 | 7.2
CCOC(=O)c1c(NC(=O)c2ccc(F)cc2)n[nH]c1N | -1.9 | 12.5 | 0.2 | -44.7
Nc1cccc(-c2nccc(NCc3ccccc3)n2)c1 | 0.2 | -12.8 | -0.1 | -37.5
COc1cc(OC)cc(C(=O)NCc2n[nH]c(=S)n2-c2cccc(Cl)c2)c1 | 0.1 | 17.3 | 0.1 | -2.5
CCOC(=O)c1c(NC(=O)C(=O)NCc2cccs2)sc2c1CCCC2 | -1.1 | 14.4 | 0.2 | -0.8
c1ccc(CCNc2ncnc3sccc23)nc1 | 0.1 | -11.5 | -0.1 | -14.6
C=CCn1c(=O)c2c(OCC)ccnc2n(C)c1=O | -0.9 | 15.7 | 0.1 | -6.9
Cc1ccc(NS(=O)(=O)c2ccc(C(=O)O)cc2)cc1C | 2.2 | -1.4 | -0.2 | 2.2

Exported as a markdown table: entries from further up
| SMILES | GPR151 activ | MITF inh | FBW7 act | TEAD-YAP inh |
| --- | --- | --- | --- | --- |
| COCc1[nH]nc2c1C(c1cc(OC)cc(OC)c1)C(C#N)=C(N)O2 (centres undefined) | -0.3 | -8.5 | -0.1 | 4.1 |
| CCN(CC)C(=O)COc1cc(=O)n(CC)c2ccccc12 | 0.9 | -5.1 | -0.2 | -0.1 |
| Cc1sc2nc[nH]c(=S)c2c1C | -0.7 | 0.8 | 0.0 | 18.3 |

Later entries.
SMILES | GPR151 activ | MITF inh | FBW7 act | TEAD-YAP inh
CCOc1ccc(NC(=O)c2n[nH]c(=O)c3ccccc23)cc1 | 0.2 | -3.3 | -0.2 | -34.1
COc1ccc(N(CC(=O)Nc2c(C)cccc2C(C)C)S(C)(=O)=O)cc1 | -0.3 | -5.1 | 0.0 | 6.3
COC(=O)c1cn(-c2ccccc2)nc1N | -2.0 | 9.1 | 0.2 | -0.4
Cc1ccc(NC(=O)CSc2nnc(-c3ccc(N)cc3)n2C)c(C)c1 | -0.7 | -1.8 | -0.3 | -1.1
CCN(CC)c1nc(NCc2cccnc2)nc(Nc2nc3ccccc3n2C)n1 | -1.0 | -16.8 | -0.1 | -5.0
CC(C(=O)Nc1ccc2c(c1)OCCO2)n1nnc(-c2ccccc2)n1 (centres undefined) | 0.9 | 6.0 | -0.1 | 8.7
CN1c2ncccc2C(=O)NC12CCN(C(=O)c1cc(C(C)(C)C)nn1C)CC2 | -0.2 | -4.1 | 0.0 | -4.1
O=C1COc2ccc(C(=O)CSc3nnc4ncccn34)cc2N1 | -0.3 | 10.7 | 0.0 | 2.1
CN(C(=O)CSc1nncn2c1cc1sccc12)C1CCCCC1 | 3.2 | -1.8 | -0.2 | 4.9
COc1ccc(/C=N/NC(=O)CNc2ccc(C)cc2C)cc1OC | 1.0 | 9.4 | -0.2 | -0.1
COc1ccc(CN2CCNC(=O)C2CC(=O)NCCCC2CCCC2)cc1C (centres undefined) | 3.0 | 5.2 | 0.4 | 0.0
CC(=O)Nc1ccc2nc(NC(=O)c3ccccc3Oc3ccccc3)sc2c1 | 0.5 | 10.4 | 0.1 | -0.2
COc1ccc(/C=C2\SC(N3CCCCC3)=NC2=O)c(OC)c1 | 2.6 | 14.0 | 0.1 | -57.9
COC(=O)C1=C(C)NC(C)=C(C(=O)OC)C1c1ccc(-c2cccc(Br)c2)o1 | -0.9 | -2.5 | 0.0 | 0.9
O=C(NCCn1ccc2ccccc21)c1c(F)cccc1F | -0.8 | -2.8 | 0.3 | -17.6
Cc1ccc(S(=O)(=O)CCCOC(=O)Nc2ccncc2)cc1 | 0.5 | 1.7 | 0.0 | 12.7
Cc1cccc(-c2nnc(C3CCN(S(=O)(=O)c4ccc(F)cc4)CC3)o2)c1 | -1.5 | -15.6 | 0.1 | -9.8
CC(=O)c1ccc(N2C(=O)C3C4C=CC(C4)C3C2=O)cc1 (centres undefined) | 1.3 | 1.0 | 0.1 | -16.0
O=C(O)CCN1C(=O)/C(=C\c2cccc(F)c2)SC1=S | -0.3 | 3.5 | 0.0 | -0.3
COc1cccc(C2C(C(=O)OC3CCCCC3)=C(C)NC3=C2C(=O)CC(c2ccccc2)C3)c1 (centres undefined) | -1.0 | -6.8 | -0.3 | 9.2

Just MITF inh, TEAD-YAP inh and GPR151 activ, for five of the compounds above:
SMILES | MITF inh | TEAD-YAP inh | GPR151 activ
CC(=O)Nc1ccc2nc(NC(=O)c3ccccc3Oc3ccccc3)sc2c1 | 10.4 | -0.2 | 0.5
CCN(CC)c1nc(NCc2cccnc2)nc(Nc2nc3ccccc3n2C)n1 | -16.8 | -5.0 | -1.0
COc1ccc(N(CC(=O)Nc2c(C)cccc2C(C)C)S(C)(=O)=O)cc1 | -5.1 | 6.3 | -0.3
O=C(O)CCN1C(=O)/C(=C\c2cccc(F)c2)SC1=S | 3.5 | -0.3 | -0.3
CN1c2ncccc2C(=O)NC12CCN(C(=O)c1cc(C(C)(C)C)nn1C)CC2 | -4.1 | -4.1 | -0.2

New compounds follow.
SMILES | GPR151 activ | MITF inh | FBW7 act | TEAD-YAP inh
CC(C)OC(=O)CSc1nnc(Cc2ccccc2)n1CC1CCCO1 (centres undefined) | -0.3 | 7.8 | 0.3 | 8.4
CC1(C)CC(=O)N(c2ccc(Cl)cc2)C(=O)C1 | 0.9 | 5.4 | 0.7 | 3.3
OCCC1CN(Cc2cnc(N3CCOCC3)s2)CCN1C1CCCC1 (centres undefined) | -2.5 | -12.8 | 0.0 | 8.8
COc1cccc(NC(=O)NCC(c2ccc3c(c2)CCN3C)N2CCCCC2)c1OC (centres undefined) | -1.0 | 5.4 | 0.4 | -0.1
CC1=C(C(=O)OCc2ccccc2)C(c2ccccc2Br)CC(=O)N1 (centres undefined) | -0.5 | 48.9 | 0.4 | 6.3
CCOC(=O)N1CCN(C(=S)NC(=O)c2c(Br)cnn2C)CC1 | 1.8 | 27.5 | 0.1 | 0.0
CC1=C(C(=O)OC2CCCCC2)C(c2ccc(C(F)(F)F)cc2)C2=C(CCCC2=O)N1 (centres undefined) | 0.3 | 6.1 | 0.6 | -1.6
COc1ccccc1C(=O)Nc1nnc(-c2ccc(F)cc2)o1 | 0.7 | -0.1 | 0.2 | -2.7
O=C(N/N=C/c1cc2c(cc1[N+](=O)[O-])OCO2)c1ccc(-c2ccccc2)cc1 | -0.6 | -2.9 | -0.2 | 3.9
Brc1cnc(Nc2ncccn2)nc1 | 0.3 | 13.1 | 0.5 | 9.8
COc1ccc(NC(=O)CSc2nc3cc(OC)c(OC)cc3c(=O)n2CCc2ccc(Cl)cc2)cc1 | -1.3 | -8.3 | 0.0 | -2.6
O=C(COc1ccc(Cl)cc1Br)OCC(=O)c1ccc[nH]1 | 0.2 | 3.4 | -0.2 | 2.7
CC(C)C(=O)Nc1ccc(NC(=O)C2CC2)nc1 | -0.1 | -1.4 | -0.5 | -55.4
CC1=C(C(=O)OCC2CCCO2)C(c2ccc(F)cc2)C2=C(CC(C)(C)CC2=O)N1 (centres undefined) | 1.2 | 2.1 | 0.1 | 11.7
CCCCCOC(=O)c1cc2ccccc2oc1=O | 1.4 | 0.7 | 0.0 | 5.9
CCOCCOC(=O)C1=C(C)NC2=C(C(=O)CC(C)(C)C2)C1c1ccc(C)o1 (centres undefined) | -0.7 | 3.7 | 0.0 | 7.6
COc1ccc(C2C(C(=O)NCCC3=CCCCC3)c3ccccc3C(=O)N2c2ccc(OC)cc2)cc1 (centres undefined) | 1.5 | -0.1 | -0.2 | -2.8
Cc1cc(NC(=O)c2ccccn2)c2cc(Br)ccc2n1 | 1.5 | -11.3 | -0.1 | 3.8
Cc1ccc(C)c(NC(=O)/C=C/c2ccc3c(c2)OCO3)c1 | 0.6 | -4.1 | -0.1 | -10.5
CCCSc1ncc(Cl)c(C(=O)Nc2ccccc2)n1 | 1.8 | 10.8 | 0.0 | 2.8
COc1cccc(/C=N/NC(=O)Cc2cccc3ccccc23)c1 | 0.1 | 8.7 | 0.1 | 9.2
Cc1ccccc1OCCn1c(SC(C)C(=O)O)nc2c(N)ncnc21 (centres undefined) | 1.4 | 0.2 | -0.1 | 0.7
CCCCOc1ccc(OC(=O)c2ccncc2)cc1 | -0.5 | 4.9 | 0.1 | -3.0
COC(=O)c1c(NC(=O)COC(=O)Cn2nc(C)c(Cl)c2C)sc2c1CCC2 | 0.4 | 8.3 | 0.0 | 4.7
Nc1nnc(CC(=O)N/N=C\c2ccccc2O)s1 | 0.8 | 8.8 | -1.6 | -2.4
Cc1ccccc1CN1CCc2nnc(-c3ccccc3)n2CC1 | 0.0 | 11.9 | 0.0 | -6.4
O=C1C2C3C=CC(C3)C2C(=O)N1CCCCCCN1C(=O)C2C3C=CC(C3)C2C1=O (centres undefined) | 1.3 | 10.8 | 0.0 | 10.2
CC1(C)CC(=O)C2=C(C1)OC(N)=C(C#N)C2c1ccc(Cl)cc1 (centres undefined) | -1.8 | 12.7 | 0.2 | 5.3
CCC(C)OC(=O)C1=C(C)NC2=C(C(=O)CC(c3ccccc3)C2)C1c1cccc(OC)c1 (centres undefined) | 0.4 | -2.0 | 0.0 | 2.7

Source: PubChem BioAssay
